MLL CXXC-DNA inh – inhibitors of human MLL CXXC domain-DNA interaction. MLL-CXXC / FITC-HOXA9 DNA fluorescence polarization. Potency, µM (top dose mostly 115 µM), inactives show at the highest dose activity change, negative = inhibition, hits mostly inhibitors. hit rate 0.037% among 290,000. AID 2662; active means well fitted inhibition curve with a large enough effect in the polarisation, with a control signal flat, not every such curve was filed as active; inconclusive means small, poorly fitted or top-dose-only effect, or effect the other way, or a change in a side signal; inactive means no such curve, though single readings can be large or run the other way; the % refers to the polarisation
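Fluorescence polarization: 7 uM MLL-CXXC (stock) preincubated 5 min with compounds, then 50 nM fluorescein-HOX-A9 DNA (stock) added; 30 min ambient. Buffer 50 mM Tris-HCl pH 7.5, 50 mM NaCl, 1 mM DTT, 0.05% BSA.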
Rab9 promoter act – Rab9 promoter activation. Potency, µM (highest dose often 9.22 µM), inactives show at the highest dose activation, negative = inhibition, usual class: activators. AID 485297. Huh7 Rab9 promoter-luciferase reporter, luminescence, 24 h. hit rate 2.8% among 320,000; further: % of control where 0% means no effect; nearly all actives have a fitted effect of over 60% in size
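Measured in stably transfected Huh7 cells bearing a Rab9 promoter–luciferase construct: 24 h compound treatment at 37 °C, followed by luminescence detection.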
MBNL1 CUG block – MBNL1-poly(CUG) RNA binding inhibition | Potency, µM (doses to about 57.5 µM), for the others: top-dose activity change, negative = inhibition, hits mostly inhibitors | Q9NR56 | AID 2675 | hit rate 0.036% among 280,000 | TR-FRET MBNL1-His/biotin-(CUG)12 binding, 665/545 ratio; active means well fitted inhibition curve with a large enough effect in the signal ratio, with a control signal flat, not every such curve was filed as active; inconclusive means small, poorly fitted or top-dose-only effect, or effect the other way, or a change in a side signal; inactive means no such curve, though single readings can be large or run the other way; the % refers to the signal ratio; further: on the % scale 0 is the no-effect control and ±100 the full control effect
Target sequence (Q9NR56 whole entry, looked up): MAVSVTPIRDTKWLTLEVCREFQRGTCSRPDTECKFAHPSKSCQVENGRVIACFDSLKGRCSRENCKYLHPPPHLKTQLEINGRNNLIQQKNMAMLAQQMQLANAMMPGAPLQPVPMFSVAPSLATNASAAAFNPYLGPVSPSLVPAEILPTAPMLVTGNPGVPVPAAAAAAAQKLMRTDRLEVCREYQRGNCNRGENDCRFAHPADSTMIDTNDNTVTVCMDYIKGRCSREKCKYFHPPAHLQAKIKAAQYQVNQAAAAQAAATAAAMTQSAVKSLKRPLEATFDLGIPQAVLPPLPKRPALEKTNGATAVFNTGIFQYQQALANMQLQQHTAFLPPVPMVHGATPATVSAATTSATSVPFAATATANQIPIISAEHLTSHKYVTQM
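MBNL1-His + Biotin-(CUG)12, cpd titration 92 nM–58 uM; Tb anti-His Ab 0.055 ng/ul, SA-XL665 5 nM (final); 60 min RT; ratiometric 665/545 nm, Ex 340 nm; normalized to buffer and full-complex controls.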
RORgamma inh – ROR gamma (mouse) transcription inhibition. Potency, µM (doses to about 53.6 µM), inactives show top-dose activity change, negative = inhibition, hits mostly inhibitors. Drosophila S2 Gal4-RORgamma UAS-luciferase reporter, 20 h. AID 2551. P51450. hit rate 5.4% among 310,000; further: on the % scale 0 is the no-effect control and ±100 the full control effect; nearly all actives have a fitted effect of over 60% in size
Target sequence (P51450 whole entry, looked up, the tested form may be a part): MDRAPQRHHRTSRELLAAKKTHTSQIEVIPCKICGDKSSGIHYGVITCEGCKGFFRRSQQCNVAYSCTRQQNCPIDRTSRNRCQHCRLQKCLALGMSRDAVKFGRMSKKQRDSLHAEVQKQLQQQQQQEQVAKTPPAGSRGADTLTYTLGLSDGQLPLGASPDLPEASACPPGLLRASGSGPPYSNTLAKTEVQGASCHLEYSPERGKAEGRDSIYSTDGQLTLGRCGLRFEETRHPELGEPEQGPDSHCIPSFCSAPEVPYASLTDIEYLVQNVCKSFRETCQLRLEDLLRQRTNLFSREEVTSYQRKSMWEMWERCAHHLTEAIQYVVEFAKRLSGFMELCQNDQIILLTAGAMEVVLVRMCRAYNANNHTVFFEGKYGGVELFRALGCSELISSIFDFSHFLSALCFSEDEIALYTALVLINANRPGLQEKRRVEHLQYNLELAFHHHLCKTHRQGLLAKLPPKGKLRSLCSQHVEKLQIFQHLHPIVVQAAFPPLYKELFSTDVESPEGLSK
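Read-out: Photinus luciferase luminescence; inhibitors lower reporter signal. Insect Schneider cells with Gal4-ROR gamma fusion under metallothionein promoter, UAS reporter; 700 uM final copper sulfate induction, 20 hr, ambient temperature.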
p53 reactivator – mutant p53 re-activation in reporter cells; AID 504706; hit rate 0.063% among 320,000; H1299 p53-A138V BP100-luciferase reporter, luminescence, 24 h; Potency, µM (highest dose often 92.2 µM), for the others: at the top dose activity change, positive = activation, usual class: activators; further: % of control where 0% means no effect; nearly all actives have a fitted effect of over 45% in size
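p53-null H1299 cells stably carrying temperature-sensitive p53-A138V and a BP100-luciferase reporter were pinned with compounds (4-point, 1:5 series) and held 24 hrs at 37 deg C. Luminescence was read 10 min after detection reagent.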
uPA surface inh – cell surface uPA generation inhibition | cell surface uPA generation assay, qHTS | Potency, µM (doses to about 38.3 µM), for the others: at the top dose activity change, negative = inhibition, hits mostly inhibitors | hit rate 0.31% among 330,000 | AID 540303; active means well fitted inhibition curve with a large enough effect; inconclusive means small, poorly fitted or top-dose-only effect; inactive means no such curve, though single readings can be large or run the other way; tested in mouse RAW 264.7 cells; further: on the % scale 0 is the no-effect control and ±100 the full control effect; nearly all actives have a fitted effect of over 55% in size
BRCA1 expr act – increases BRCA1 expression; Potency, µM (doses to about 46.1 µM), for inactives: at the top dose activation, usual class: activators; AID 624202; hit rate 1.1% among 380,000; MCF7-BRCA1-FFLuc reporter, luminescence, 48 h; response scale: scaled: vehicle 0%, 10 µM genistein 100%; further: nearly all actives have a fitted effect of over 80% in size; some results filed as inactive show a strong effect at the top dose
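Compounds are tested at multiple concentrations on MCF7 BRCA1-luciferase reporter cells seeded at 2000 per well; after 48 h, a single luminescence end-point is taken and curves fitted to the normalized data.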
VP16 counter – inhibits Gal4-VP16 luciferase reporter, ROR gamma counter-screen | Drosophila S2 Gal4-VP16 UAS-luciferase, luminescence, 20 h | Potency, µM (titrated, usually from 53.6 µM), without a hit: at the highest dose activity, negative = inhibition, most hits filed as inhibitors | hit rate 3.5% among 310,000;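 further: Gal4-VP16 expression switched on by copper sulfate through the metallothionein promoter; on the % scale 0 is the no-effect control and ±100 the full control effect; nearly all actives have a fitted effect of over 50% in size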
NPC1 prom act – activators of NPC1 promoter | Huh7 NPC1 promoter luciferase reporter, 24 h | Potency, µM (highest dose often 9.22 µM), for the others: at the highest dose activation, usual class: activators | hit rate 2.4% among 320,000 | AID 485313;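 further: % of control where 0% means no effect; nearly all actives have a fitted effect of over 60% in size; reporter is driven by a mutant NPC1 promoter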
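Luminescence from an NPC1 promoter-driven luciferase reporter in stably transfected Huh7 cells was measured after 24 h compound treatment at 37 °C, followed by 10 min ambient incubation with luciferase detection reagent.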
FLuc counter – counter-screen for miR-21 project: firefly luciferase inhibitors or activators | purified FLuc, Km substrates, luminescence inhibition | hit rate 6.9% among 360,000 | P08659 | Potency, µM (highest dose often 57.5 µM), for inactives: top-dose activity change, negative = inhibition, actives largely listed as inhibitors;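 further: plate controls were vehicle for no effect and reference inhibitor for full effect; nearly all actives have a fitted effect of over 55% in size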
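Purified P. pyralis luciferase (10nM final) with 10uM D-luciferin and 10uM ATP (Km levels) in 50mM Tris acetate pH 7.5, 10mM Mg acetate, 0.01% Tween-20, 0.05% BSA; qHTS 6-point titration, ~60 µM downward; luminescence read.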
ELG1 genotoxic – induces genotoxicity in HEK293T cells with luciferase-tagged ELG1; Potency, µM (doses to about 46 µM), for the others: top-dose activity change, positive = activation, usual class: activators; hit rate 1.3% among 330,000; HEK293T ELG1-luciferase reporter, luminescence, 16 h; AID 504466; further: % of control where 0% means no effect; nearly all actives have a fitted effect of over 60% in size
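After overnight (16 hr) compound treatment at 37 °C, ELG1-luciferase HEK293T cells were lysed with ONE-Glo; luminescence quantified 30 min later at room temperature.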
Starred values were filed as active, the others as inactive; ? = inconclusive; · = no result given; [ ] = remark or other dose. Unless noted, the call rests on the fitted dose curve; in most records, active means well fitted curve in the direction sought with a large enough effect; inconclusive means small, poorly fitted or top-dose-only effect, or another doubt; inactive means no such curve, though single readings can be large; an effect the other way counts as inactive or inconclusive. Potency means the concentration at half of the fitted maximal effect. The list is partial, so the mix of outcomes need not match the whole.

SMILES	MLL CXXC-DNA inh	Rab9 promoter act	MBNL1 CUG block	RORgamma inh	p53 reactivator	uPA surface inh	BRCA1 expr act	VP16 counter	NPC1 prom act	FLuc counter	ELG1 genotoxic
CCOC(=O)CSc1nnc(CNC(=O)c2ccccc2OC)n1-c1ccc(OC)cc1	-9%	-3%	-1%	9%	-5%	·	17%	4%	2%	1%	-5%
COc1ccc(CNC(=O)C(C)N2CCN(c3ccc(C(C)=O)cc3)CC2)cc1 (stereo not given)	4%	1%	3%	?	1%	1%	-15%	-11%	6%	-1%	-1%
Cc1ccc(N(C(=O)CNC(=O)c2ccco2)C(C(=O)NC2CCCC2)c2ccncc2)c(C)c1 (stereo not given)	-5%	6%	-5%	7%	-6%	0%	-32%	0%	-1%	2%	2%
O=C(NCc1ccc(Cl)cc1Cl)c1ccc2nc[nH]c2c1	1%	9%	·	10%[10 µM]	-4%	2%	-2%	-28%	-4%	4%	-1%
O=C(N=Nc1c(O)[nH]c2ccccc12)c1cc(-c2cccs2)[nH]n1	-11%	17%	17%	5%	4%	-4%	?	0%	?	12µM*	2%
Cn1c(CC(=O)Nc2ccccc2Cl)nnc1SCC(=O)Nc1nncs1	-8%	2%	-12%	3%	2%	7%	-14%	-1%	2%	-4%	2%
O=C(NCCCn1ccnc1)c1cnn2c1NC(c1ccccc1)CC2C(F)(F)F (stereo not given)	-5%	4%	-3%	-23%	-1%	3%	-3%	2%	-7%	0%	4%
Cc1ccc2nc(SCC(=O)c3cc(C)n(C)c3C)[nH]c2c1	2%	-1%	-17%	-3%	11%	6%	26%	5%	6%	-19%	12%
CCC1CCCCN1CC(=O)c1c(C)[nH]c2cc(C)ccc12 (stereo not given)	11%	4%	-7%	1%	-1%	2%	-41%	-7%	-2%	-2%	0%
CCCC(=O)c1ccc(N2CCN(S(=O)(=O)c3ccccc3)CC2)c(F)c1	-2%	-3%	10%	?	6%	-1%	7%	?	-11%	1%	-11%
CC(C)c1ccc(N(CC(=O)NCCSC(C)(C)C)S(C)(=O)=O)cc1	-11%	24%	-3%	?	12%	1%	4%[1.84 µM]	9%	22%	?	?
CCOC(=O)CSc1nc2c(cnn2-c2ccc(Cl)cc2)c(=O)[nH]1	3%	-10%	-4%	-4%	0%	4%	-2%	-3%	0%	0%	-4%
CCO[C@@H]1OC(C(=O)Nc2ccccc2)=C[C@H](c2ccc(Br)cc2)[C@H]1CCCO	-22%	-2%	2%	-3%	-1%	9%	0%	-6%	2%	0%	-2%
COc1ccc(-n2c(C)cc(C(=O)CSc3nnc(-c4cccs4)o3)c2C)cc1	-1%	-22%	-10%	-33%	5%	-8%	-68%	?	-6%	2%	-5%
CN(C)c1ccc(C2CC(=O)C=C(Nc3ccccc3N)C2)cc1 (stereo not given)	-9%	2%	2%	?	9%	-6%	-2%	-10%	2%	?	8%

SMILES	MLL CXXC-DNA inh	Rab9 promoter act	MBNL1 CUG block	RORgamma inh	p53 reactivator	uPA surface inh	BRCA1 expr act	VP16 counter	NPC1 prom act	FLuc counter	ELG1 genotoxic
COC(=O)c1ccccc1NC(=O)Cn1c(-c2nonc2N)nc2ccccc21	19%	-29%	2%	-7%	28%	·	-70%	-15%	-8%	0%	?
COc1cc(/C=N/N=C2/NC(=O)C(CC(=O)O)S2)ccc1OCc1cccc(Cl)c1 (stereo not given)	3%	-1%	11%	-11%	5%	4%	11µM*	3%	-5%	?	17%
Cc1nnc(NC(=O)CN2C(=O)NC3(CCCC3)C2=O)s1	·	-12%	·	·	-4%	1%	1%	·	-2%	-1%	8%
CC(=O)Nc1cccc(OCC(=O)NCCC2=CCCCC2)c1	5%	?	-1%	?	4%	0%	36%	?	18%	-19%	13%
CCOc1ccc(/C=N/NC(=O)CC(=O)Nc2ccc(Cl)c(Cl)c2)cc1	20%	2%	·	-5%[10 µM]	-4%	1%	-2%	?	-3%	6%	10%
COc1cc(/C=C(/NC(=O)c2ccccc2)C(=O)Nc2ccc(O)cc2)c([N+](=O)[O-])cc1OC	-1%	-5%	?	19%	6%	2%	-9%	-8%	1%	0%	0%
O=C(NNC(=O)[C@@H]1CCCC[C@@H]1C(=O)O)c1cccs1	-11%	-7%	-6%	30%	7%	2%	-29%	24%	-1%	-16%	3%
CC1(C)Cc2ccccc2C(NNC(=O)c2cccnc2)=N1	-11%	2%	-2%	4%	4%	-6%	4%	-3%	0%	-3%	0%
CCc1nc(SCC(=O)c2cccc([N+](=O)[O-])c2)n[nH]1	-10%	-2%	·	?	-17%	0%	-6%	?	-1%	-14%	0%
CCC(C)c1ccc(NC(=O)NCCN2CCCCC2)cc1 (stereo not given)	-8%	-3%	4%	16%	-11%	-1%	9%	0%	-2%	0%	-4%
CCCCn1c(SCC(=O)Nc2oc(C)c3c(C)n[nH]c(=O)c23)nc2cc(S(N)(=O)=O)ccc21	·	-1%	·	·	-1%	-11%	-22%	·	-2%	-12%	7%
CCOC(=O)C1=C(O)C(=O)N(c2ccc(S(N)(=O)=O)cc2)C1c1ccc(Cl)cc1 (stereo not given)	-14%	0%	31%[activator]	8%	1%	2%	12%	-14%	-1%	2%	1%
CCOC(=O)c1cnn2c(C(F)(F)F)cc(-c3ccccc3)nc12	-1%	2%	?	15%	3%	-6%	0%	-2%	15%	0%	-5%
O=C(CNC(=O)c1ccc(Cl)cc1Cl)OCn1nnc2ccccc2c1=O	·	-2%	·	·	4%	-2%	2%	·	-1%	-3%	1%
CCOC(=O)c1c(/N=C/c2ccc(C)cc2O)sc2c1CCN(C)C2	-1%	0%	-3%	-4%	5%	-4%	0%	-8%	2%	?	-2%

SMILES	MLL CXXC-DNA inh	Rab9 promoter act	MBNL1 CUG block	RORgamma inh	p53 reactivator	uPA surface inh	BRCA1 expr act	VP16 counter	NPC1 prom act	FLuc counter	ELG1 genotoxic
O=C(CSc1nc2ccccc2c(=O)n1CC1CCCO1)Nc1ccccc1 (stereo not given)	-4%	-1%	-3%	1%	4%	-16%	-5%	8%	-4%	0%	-6%
O=C(CSc1nnnn1C1CCCC1)N1CCCc2ccccc21	4%	8%	-1%	24%	21%	-2%	10%	10%	7%	-17%	7%
CCc1nnc(NC(=O)c2ccc3c(c2)C(=O)N(CC(C)C)C3=O)s1	5%	25%	-1%	5%	14%	·	·	-9%	23%	?	10%
CCCNC(=O)OCc1cccnc1Sc1ccc(C)cc1	-3%	?	-5%	?	7%	2%	?	-8%	16%	-26%	11%
Cc1nn(C)c(C)c1-c1c(C#N)c(N)nc2c1CCCCCC2	-2%	-2%	13%	-6%	5%	2%	-23%	-4%	3%	5%	0%
Cc1cccc(-n2c(CNC(=O)c3ccc(S(=O)(=O)N(C)C)cc3)nnc2SCC(=O)Nc2ccc(F)cc2)c1	4%	0%	-18%	33%	-10%	-4%	-15%	-6%	-6%	0%	0%

Seven structures from above, arranged by molar mass, lowest first:
SMILES	MLL CXXC-DNA inh	Rab9 promoter act	MBNL1 CUG block	RORgamma inh	p53 reactivator	uPA surface inh	BRCA1 expr act	VP16 counter	NPC1 prom act	FLuc counter	ELG1 genotoxic
Cc1nn(C)c(C)c1-c1c(C#N)c(N)nc2c1CCCCCC2	-2%	-2%	13%	-6%	5%	2%	-23%	-4%	3%	5%	0%
CCOC(=O)c1cnn2c(C(F)(F)F)cc(-c3ccccc3)nc12	-1%	2%	?	15%	3%	-6%	0%	-2%	15%	0%	-5%
O=C(CSc1nnnn1C1CCCC1)N1CCCc2ccccc21	4%	8%	-1%	24%	21%	-2%	10%	10%	7%	-17%	7%
CCOC(=O)c1c(/N=C/c2ccc(C)cc2O)sc2c1CCN(C)C2	-1%	0%	-3%	-4%	5%	-4%	0%	-8%	2%	?	-2%
O=C(CNC(=O)c1ccc(Cl)cc1Cl)OCn1nnc2ccccc2c1=O	·	-2%	·	·	4%	-2%	2%	·	-1%	-3%	1%
CCOC(=O)C1=C(O)C(=O)N(c2ccc(S(N)(=O)=O)cc2)C1c1ccc(Cl)cc1 (stereo not given)	-14%	0%	31%[activator]	8%	1%	2%	12%	-14%	-1%	2%	1%
Cc1cccc(-n2c(CNC(=O)c3ccc(S(=O)(=O)N(C)C)cc3)nnc2SCC(=O)Nc2ccc(F)cc2)c1	4%	0%	-18%	33%	-10%	-4%	-15%	-6%	-6%	0%	0%

Source: PubChem BioAssay (National Center for Advancing Translational Sciences (NCATS))
